# Compound activity as filed in PubChem.
# GRK2 inh: blocks RNA aptamer binding to human GRK2 | P25098 | bead flow cytometry, FAM-aptamer displacement from GRK2 | inhibition of aptamer binding, % at 10 µM | 330,000 tested, 0.59% active;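 active = inhibition of aptamer binding above 40%, roughly 3 SD of noise, on plates passing a quality check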;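 note: median bead fluorescence of bound FAM aptamer so fluorescent compounds give negative values; no value below 0 was filed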
# MEP2 TOR yeast: alters MEP2-GFP fluorescence in TOR pathway yeast screen; AID 2016; GFP response vs DMSO, % at 10 µM; S. cerevisiae MEP2-GFP strain, flow cytometry GFP, 3 h; 100% = DMSO control level; 330,000 tested, 0.51% active;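 active = GFP response versus DMSO above a set limit, roughly screen mean plus 3 SD, cut at about 180% in these data; inconclusive = fewer than 70 cells counted for a yeast strain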;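 note: median GFP fluorescence of the barcode-gated MEP2-GFP cells per well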
# LAP4 TOR yeast: modulators of TOR pathway LAP4-GFP in S. cerevisiae; 320,000 tested, 0.34% active; GFP response vs DMSO, % at 10 µM; S. cerevisiae LAP4-GFP multiplex, flow cytometry GFP, 3 h; median GFP as percent of DMSO wells;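 active = GFP response vs DMSO above a set limit, about the screen mean plus 3 SD, cut at about 150% in these data; inconclusive = under 70 cell events counted for the yeast strain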
# CIT2 TOR yeast: modulators of TOR pathway CIT2-GFP in S. cerevisiae. S. cerevisiae CIT2-GFP strain, flow cytometry, 3 h; 100 means same as DMSO wells. GFP response vs DMSO, % at 10 µM. 320,000 tested, 0.065% active;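 active = GFP response relative to DMSO above a set limit, near the screen mean plus 3 SD, cut at about 150% in these data; inconclusive = Fewer than 70 cells measured for a yeast strain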;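 note: ratio of well median GFP fluorescence to mean of DMSO wells on the plate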
# Yeast superoxide: lowers age-related superoxide in aged yeast cells. S. cerevisiae aged cells, superoxide DHE fluorescence; hits give low values. superoxide response (% of plate mean), % at 10 µM. 330,000 tested, 0.18% active. AID 2690;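 active = superoxide response under a set limit, about three screen SD below normal, cut at about 65% in these data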;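 note: yeast aged for seven days with compound at 30 °C before DHE staining; 100% = average MFI of all compound-treated wells on the plate with controls excluded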
# VLA-4 inh: inhibition in a human VLA-4 binding assay | P13612 | VLA-4 expressing cells, ligand binding flow cytometry | AID 2557 | inhibition, % (about 7 µM as worked out from the volumes in the protocol) | 330,000 tested, 0.2% active; in the data active = inhibition above about 50%
# Target sequence (P13612 whole entry, looked up): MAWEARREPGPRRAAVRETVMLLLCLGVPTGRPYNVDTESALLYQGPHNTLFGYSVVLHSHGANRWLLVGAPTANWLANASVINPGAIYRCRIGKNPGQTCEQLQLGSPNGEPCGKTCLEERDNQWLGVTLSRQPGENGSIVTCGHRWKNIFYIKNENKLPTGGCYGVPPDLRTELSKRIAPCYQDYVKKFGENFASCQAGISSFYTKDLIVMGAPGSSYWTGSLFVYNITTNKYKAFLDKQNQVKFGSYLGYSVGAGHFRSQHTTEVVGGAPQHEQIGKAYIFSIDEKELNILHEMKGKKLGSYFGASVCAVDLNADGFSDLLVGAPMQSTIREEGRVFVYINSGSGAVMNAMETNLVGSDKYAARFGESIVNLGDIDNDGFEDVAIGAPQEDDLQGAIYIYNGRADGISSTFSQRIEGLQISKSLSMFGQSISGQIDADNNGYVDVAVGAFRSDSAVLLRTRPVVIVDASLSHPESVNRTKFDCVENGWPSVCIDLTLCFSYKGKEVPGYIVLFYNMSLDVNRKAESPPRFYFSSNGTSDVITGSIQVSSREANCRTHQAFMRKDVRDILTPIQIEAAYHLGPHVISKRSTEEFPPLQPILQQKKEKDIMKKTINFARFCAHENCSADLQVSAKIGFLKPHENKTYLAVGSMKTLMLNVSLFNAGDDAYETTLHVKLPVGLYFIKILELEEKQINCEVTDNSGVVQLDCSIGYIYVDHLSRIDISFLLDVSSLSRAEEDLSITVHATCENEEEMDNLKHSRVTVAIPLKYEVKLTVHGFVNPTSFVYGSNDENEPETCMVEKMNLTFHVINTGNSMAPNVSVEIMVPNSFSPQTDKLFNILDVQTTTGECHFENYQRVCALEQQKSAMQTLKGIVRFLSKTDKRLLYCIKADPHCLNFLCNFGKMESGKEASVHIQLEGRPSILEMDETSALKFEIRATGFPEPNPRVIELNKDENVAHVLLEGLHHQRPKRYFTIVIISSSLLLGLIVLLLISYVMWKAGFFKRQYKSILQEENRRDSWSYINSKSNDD
# RPL19A TOR yeast: modulators of TOR pathway RPL19A-GFP in S. cerevisiae; percent response vs DMSO, % at 10 µM; S. cerevisiae RPL19A-GFP strain, flow cytometry, 3 h; hits give low values; 330,000 tested, 0.3% active;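 active = percent response vs DMSO below 50%; inconclusive = fewer than 70 events counted for the yeast strain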;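 note: median channel GFP fluorescence of the barcoded RPL19A-GFP strain; ratio of sample median GFP to plate DMSO average so 100% = DMSO; lower means less RPL19A-GFP as with rapamycin TOR inhibition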
# AGP1 TOR yeast: modulators of TOR pathway AGP1-GFP in S. cerevisiae | 320,000 tested, 0.02% active | S. cerevisiae AGP1-GFP multiplex flow cytometry, 3 h; GFP as percent of DMSO wells | AID 2066 | GFP response vs DMSO, % at 10 µM;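 active = GFP response relative to DMSO above a set limit, near screen average plus 3 SD, cut at about 150% in these data; inconclusive = fewer than 70 cells counted for the yeast strain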;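 note: median GFP channel fluorescence of the gated AGP1 strain per well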
# * marks the source's active call; other numbers are inactive results; i = inactive; ? = inconclusive; . = not tested or not shown; [ ] = dose if it differs, or a comment.
SMILES,GRK2 inh,MEP2 TOR yeast,LAP4 TOR yeast,CIT2 TOR yeast,Yeast superoxide,VLA-4 inh,RPL19A TOR yeast,AGP1 TOR yeast
CN(C)C=NC(=O)c1cc(C(=O)c2ccc(F)cc2)c[nH]1,0,102,101,86,109,24,107,74
CCOC(=O)N1CCN(C(=O)COc2cccc3c2CCN(CC)C3=O)CC1,0,97,102,94,120,11,97,102
Cc1cccc(C(=O)N[C@H](C(=O)Nc2nc3ccccc3[nH]2)C(C)C)c1,0,110,113,110,102,-10,103,109
COc1ccc(Nc2nc(N)c(C(=O)c3ccc(F)cc3)s2)cc1,0,124,121,114,107,i,99,95
Cc1ncc([N+](=O)[O-])n1Cc1ccccc1,0,69,78,108,109,-10,95,89
COc1ccc(CC(=O)NCC2CCCN(Cc3ccc(SC)cc3)C2)cc1 (stereo not drawn),0,95,80,99,109,-7,94,89
CCOC(=O)C1=C(C)Nc2ncnn2C1c1ccc2c(c1)OCO2 (stereo not drawn),0,99,90,102,94,16,97,99
O=S(=O)(Nc1nccs1)c1ccc2c(c1)OCCO2,0,102,102,98,115,6,100,96
CC(O)CNc1ccc(-c2n[nH]c(=O)c3ccccc23)cc1[N+](=O)[O-] (stereo not drawn),2,99,96,91,96,11,98,95
O=S(=O)(c1ccccc1)c1cnn2c(C(F)(F)F)cc(-c3ccc(F)cc3)nc12,5,98,92,98,105,4,100,97
O=C(COC(=O)c1cc([N+](=O)[O-])ccc1N1CCOCC1)Nc1ncc(Cl)cc1Cl,0,107,106,104,98,5,106,106
COc1cccc(C(=O)Nc2nnc(Cc3ccc(OC)c(OC)c3)s2)c1,2,91,106,93,120,0,92,101
COc1ccc(C2=NN(C(N)=S)C(c3ccco3)C2)cc1 (stereo not drawn),0,92,93,84,98,-37,95,89
CC(C(=O)N(C)C1CCS(=O)(=O)C1)N1C(=O)/C(=C/c2ccco2)SC1=S (stereo not drawn),9,111,102,112,117,5,105,108
COc1ccc2cc3c(N)nn(C(=O)c4ccccc4[N+](=O)[O-])c3nc2c1,5,103,100,96,102,12,103,102
CCNC(=O)CC1C(=O)N(CC)C(=S)N1NC(=O)c1cccnc1 (stereo not drawn),0,107,105,110,88,18,104,106
C/C(=N\NC(=O)c1c(Cl)cnn1C)c1cccc(NC(=O)C(C)C)c1,0,112,104,114,129,-178,107,109
CCOc1cc(/C=N/n2c(COc3ccccc3)n[nH]c2=S)ccc1O,0,96,80,118,113,4,93,83
CCC1CC2CC(NC(C)=O)C1C2 (stereo not drawn),0,95,94,104,108,12,99,105
C=CCn1c(=O)c(C(=O)NCCNCC)c(O)c2ccccc21,0,95,95,102,100,9,103,103
CC(C)CNC(=S)N1CCC(c2nc(-c3ccc(F)cc3)no2)CC1,5,94,96,91,124,1,99,92
CC(=O)c1sc(NC(=O)C2COc3ccccc3O2)nc1C (stereo not drawn),1,103,102,108,107,5,101,101
CCOC(=O)c1ccc(S(=O)(=O)NCC(C)(C)N2CCOCC2)cc1,0,97,88,86,84,40,100,91
CCOC(=O)N1CCN(c2cc(=O)n(-c3ccc(C)cc3)c(=O)[nH]2)CC1,0,99,110,99,87,-8,104,95
CN1CCN(C(c2ccc(C(F)(F)F)cc2)c2cc(Cl)c3cccnc3c2O)CC1 (stereo not drawn),2,162[may fluoresce violet],202*[may fluoresce violet],?,121,2,57[may fluoresce violet],?
# Going on with the list:
SMILES,GRK2 inh,MEP2 TOR yeast,LAP4 TOR yeast,CIT2 TOR yeast,Yeast superoxide,VLA-4 inh,RPL19A TOR yeast,AGP1 TOR yeast
O=C(c1ccccc1)c1ccccc1N/C=C/c1nnnn1-c1ccccc1,1,103,105,102,102,-3,102,101
COC(=O)c1cc(C)sc1NC(=O)C1CC=CCC1C(=O)O (stereo not drawn),0,?,?,?,124,17,?,?
COc1ccc(/C=C/C(=O)Nc2ccc(N3CCOCC3)cc2)cc1,0,89,91,94,93,-379,92,95
CC1Cc2ccccc2N1CC(=O)Nc1ccc2c(c1)OCO2 (stereo not drawn),0,101,109,91,123,-9,97,94
CCCCCn1c(C(Cc2ccccc2)NC(=O)COC)nc2ccccc21 (stereo not drawn),0,97,101,89,109,-1,86,83
O=C(NCc1ccccc1)C(c1cccnc1)N(Cc1ccco1)C(=O)c1ccccn1 (stereo not drawn),0,97,102,95,89,-9,98,107
Cc1cccn2c(=O)c3cc(C#N)c(=N)n(CCCN4CCOCC4)c3nc12,11,115,78,78,118,-5,63,74
Cc1ccc(Cl)cc1NC(=O)C1CCCN(S(C)(=O)=O)C1 (stereo not drawn),0,95,93,98,100,9,100,96
Cc1ccccc1C(=O)N1CCC(C(=O)Nc2ccc(C)c(S(=O)(=O)N3CCCCC3)c2)CC1,1,96,101,89,88,-2,99,102
Cc1cccc(NC(=O)CSc2nnc(C3CC3)n2CC2CCCO2)c1 (stereo not drawn),1,95,97,99,82,0,101,99
CN(C)Cc1c(C(=O)N/N=C/c2ccc(-c3ccccc3)cc2)nnn1-c1nonc1N,1,106,97,100,103,6,101,100
Cc1c(O)c(S(=O)c2ccccc2)c(=O)n(-c2ccccc2)c1-c1ccccc1 (stereo not drawn),0,87,96,94,80,-2,106,90
Cc1ccc2cc(CN(c3ccccc3C)S(=O)(=O)c3ccccc3)c(=O)[nH]c2c1,0,106,95,100,101,1,96,97
CCCOc1ccc(C2/C(=C(\O)c3c(C)[nH]c(C(=O)OC)c3C)C(=O)C(=O)N2CCN(C)C)cc1 (stereo not drawn),0,104,110,112,90,9,102,106
C/C(N)=C(/C#N)C(=O)CSc1nc2cc(Cl)ccc2c(=O)n1Cc1ccco1,1,98,100,96,106,15,103,99
CCc1ccc(NC(=O)CSc2nc3ccccc3nc2N2CCCCC2)cc1,69*,96,104,101,89,18,98,105
CC(=O)c1cc(F)ccc1OCC(=O)N1CCCc2ccccc21,0,103,116,94,88,2,100,101
Cc1ccc(NCc2nc(SCC(=O)Nc3ccccc3)n[nH]2)cc1,0,105,91,104,108,-4,106,101
COc1cccc(-c2noc(N)c2C#N)c1,0,100,101,90,85,-16,98,96
CCO[C@@H]1OC(C(=O)Nc2ccccc2)=C[C@H](c2ccc(C(F)(F)F)cc2)[C@H]1CCCO,2,94,133,113,101,10,99,95
Cc1ccc(CN(C(=O)c2c(F)cccc2F)C2CC(C)(C)NC(C)(C)C2)o1,0,106,99,101,87,-4,98,98
CCOC(=O)N1CCN(C(=O)c2ccc(CN(c3ccc(C)c(C)c3)S(C)(=O)=O)cc2)CC1,3,101,97,92,100,1,99,99
CCCCn1c(N)c(N(CCC(C)C)C(=O)CC2CCCCC2)c(=O)[nH]c1=O,0,101,107,94,92,2,95,108
NS(=O)(=O)c1ccc(NC(=O)CSc2ccc3ccccc3n2)cc1,1,98,105,110,102,.,102,106
COc1cc(OC)c(N2CC(C(=O)Nc3cc(Cl)ccc3N3CCOCC3)CC2=O)cc1Cl (stereo not drawn),0,90,93,85,100,7,90,93
COCCNC(=S)N/N=C/c1ccc([N+](=O)[O-])cc1,0,101,102,96,101,8,98,100
CC(Oc1ccc(Cl)cc1Cl)c1ccnc(N)n1 (stereo not drawn),0,86,80,87,107,7,80,.
Brc1cccc(-c2nnc3n2CCCCC3)c1,3,99,102,97,104,19,98,104
O=C(Nc1ccccc1Cl)c1ccc(Cl)cc1Cl,0,96,89,94,97,1,90,88

# LAP4 TOR yeast, entries above that show a hit
compound	GRK2 inh	MEP2 TOR yeast	LAP4 TOR yeast	CIT2 TOR yeast	VLA-4 inh	RPL19A TOR yeast	AGP1 TOR yeast
CN1CCN(C(c2ccc(C(F)(F)F)cc2)c2cc(Cl)c3cccnc3c2O)CC1 (stereo not drawn)	2	162[may fluoresce violet]	202*[may fluoresce violet]	?	2	57[may fluoresce violet]	?

# Entries shown so far that have an aryl thioether with sulfur outside any ring:
SMILES,GRK2 inh,MEP2 TOR yeast,LAP4 TOR yeast,CIT2 TOR yeast,Yeast superoxide,VLA-4 inh,RPL19A TOR yeast,AGP1 TOR yeast
COc1ccc(CC(=O)NCC2CCCN(Cc3ccc(SC)cc3)C2)cc1 (stereo not drawn),0,95,80,99,109,-7,94,89
Cc1cccc(NC(=O)CSc2nnc(C3CC3)n2CC2CCCO2)c1 (stereo not drawn),1,95,97,99,82,0,101,99
C/C(N)=C(/C#N)C(=O)CSc1nc2cc(Cl)ccc2c(=O)n1Cc1ccco1,1,98,100,96,106,15,103,99
CCc1ccc(NC(=O)CSc2nc3ccccc3nc2N2CCCCC2)cc1,69*,96,104,101,89,18,98,105
Cc1ccc(NCc2nc(SCC(=O)Nc3ccccc3)n[nH]2)cc1,0,105,91,104,108,-4,106,101
NS(=O)(=O)c1ccc(NC(=O)CSc2ccc3ccccc3n2)cc1,1,98,105,110,102,.,102,106

# Three compounds drawn at random from the list so far:
SMILES,GRK2 inh,MEP2 TOR yeast,LAP4 TOR yeast,CIT2 TOR yeast,Yeast superoxide,VLA-4 inh,RPL19A TOR yeast,AGP1 TOR yeast
CCCCCn1c(C(Cc2ccccc2)NC(=O)COC)nc2ccccc21 (stereo not drawn),0,97,101,89,109,-1,86,83
Cc1ccc2cc(CN(c3ccccc3C)S(=O)(=O)c3ccccc3)c(=O)[nH]c2c1,0,106,95,100,101,1,96,97
COc1cccc(-c2noc(N)c2C#N)c1,0,100,101,90,85,-16,98,96
